Screening results (PubChem)
MsrA inh = inhibitors of bovine MsrA; purified bovine MsrA, absorbance read-out; inhibition, % at 15.5 µM; actives 0.75% (n = 360,000); AID 651718; in the data active = inhibition above about 4.5%;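 also: 0% = vehicle wells with enzyme and 100% = reference inhibitor wells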
FAS-TE inh = FAS thioesterase (human) inhibition; recombinant FAS-TE, OMFH fluorogenic substrate, fluorescence endpoint; inhibition, % at 15 µM; actives 0.67% (n = 360,000);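 active = compounds whose normalised, plate-corrected inhibition of enzyme fluorescence in the single-dose primary screen is 50% or more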;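 also: 0% = DMSO with enzyme and 100% = substrate without enzyme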
NRP1-CendR mod = NRP-1/CendR interaction modulation; O14786; FAM-RPARPAR peptide binding to NRP-1, fluorescence polarization; inhibition, % at 25 µM; actives 0.85% (n = 360,000); AID 602438;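 active = inhibition or corrected inhibition above about 18%, plus a signal ratio from 0.5 to 1.5, limit read from the data, passing the limit was not always enough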; also: strong numbers were not always called active
Rin1 Abl inh = human Rin1-Abl interaction inhibition; AID 588664; inhibition, % at 7.35 µM; actives 0.4% (n = 360,000); TR-FRET Rin1/Abl binding, biochemical; in the data active = inhibition above about 5%, passing the limit was not always enough
MsrA act = activates bovine MsrA enzyme. AID 602163. actives 0.3% (n = 360,000). purified bovine MsrA, absorbance read-out. activation, % at 10.6 µM; in the data active = activation above about 7.5%;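 also: 0% = vehicle and 100% = reference activator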
Neddyl block = inhibitors of human cullin neddylation. AID 651699. P61081+Q13564. actives 0.58% (n = 360,000). TR-FRET cullin neddylation, biochemical. calls only at 25 µM; in the data active = inhibition above about 36%
eLon inh = E. coli protease La inhibition; P0A9M0; purified E. coli Lon protease, fluorescence polarization; inhibition, % at 7.94 µM; actives 0.42% (n = 360,000); in the data active = inhibition above about 13%, passing the limit was not always enough;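 also: 0% = enzyme with probe and DMSO and 100% = no enzyme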
Target sequence (P0A9M0 whole entry, looked up): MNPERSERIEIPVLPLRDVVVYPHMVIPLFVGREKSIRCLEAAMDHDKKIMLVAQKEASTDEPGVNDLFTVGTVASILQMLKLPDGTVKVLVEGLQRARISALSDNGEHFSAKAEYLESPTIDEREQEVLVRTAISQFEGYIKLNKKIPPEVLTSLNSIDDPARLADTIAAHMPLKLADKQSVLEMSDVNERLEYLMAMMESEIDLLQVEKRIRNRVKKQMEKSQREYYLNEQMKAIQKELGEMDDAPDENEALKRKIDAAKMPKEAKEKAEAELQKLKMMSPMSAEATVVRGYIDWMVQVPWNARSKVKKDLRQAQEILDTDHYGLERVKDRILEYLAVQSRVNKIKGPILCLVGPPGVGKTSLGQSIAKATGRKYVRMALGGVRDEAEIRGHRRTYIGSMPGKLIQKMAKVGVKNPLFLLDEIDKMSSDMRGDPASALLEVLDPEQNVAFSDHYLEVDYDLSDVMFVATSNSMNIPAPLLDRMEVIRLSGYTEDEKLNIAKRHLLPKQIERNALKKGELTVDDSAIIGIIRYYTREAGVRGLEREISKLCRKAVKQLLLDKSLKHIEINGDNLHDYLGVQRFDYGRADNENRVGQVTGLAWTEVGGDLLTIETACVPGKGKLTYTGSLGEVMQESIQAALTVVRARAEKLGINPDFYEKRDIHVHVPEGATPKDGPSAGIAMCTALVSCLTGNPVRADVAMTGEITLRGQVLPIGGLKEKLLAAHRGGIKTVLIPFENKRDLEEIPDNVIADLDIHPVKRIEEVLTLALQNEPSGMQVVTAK
SKN-1 block = inhibitors of C. elegans SKN-1; inhibition, % at 21.8 µM; actives 0.49% (n = 360,000); C. elegans VP596 Pgst-4::GFP/RFP ratio, acrylamide-induced, 24 h;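 active = interference check ratio from 0.5 to 1.5 plus GFP to RFP signal ratio inhibition reaching or exceeding a fixed threshold, cut at about 30% in these data, passing the limit was not always enough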; also: some compounds called inactive have numbers as strong as hits
MT1-MMP act inh = MT1-MMP (human) activation inhibition | P50281 | HT1080 RFP-PRO-GFP cells, GFP/RFP ratio fluorescence, overnight; percent of plate control window, DMSO zero | GFP/RFP ratio change, % at 20 µM | actives 0.061% (n = 360,000);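 active = GFP/RFP ratio change of at least 30% with cell ATP level not reduced by more than half and red fluorescence within 50% of control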; also: strong numbers were not always called active
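Assay system: HT1080 RFP-PRO-GFP cells | Dosing: 20 µM single dose, 1% DMSO | Incubation: Cells overnight before dosing, compound overnight, 37 °C, 5% CO2 | Evaluation: GFP/RFP fluorescence ratio | Control set: DMSO-only wells and HT1080 RFP-L50D-GFP cell wells as references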
* hit, by the source's call; i = inactive; . = not tested or not shown; + = active, no number. Compounds as they come; about 4.2% have a hit in one of these screens.

SMILES	MsrA inh	FAS-TE inh	NRP1-CendR mod	Rin1 Abl inh	MsrA act	Neddyl block	eLon inh	SKN-1 block	MT1-MMP act inh
Cc1sc2nc(CSCC(=O)N(CCC#N)c3ccccc3)[nH]c(=O)c2c1C	-0.3	-15	-32	3	-3	i	-13	-8	-12
CN(CC(=O)Nc1cccc(F)c1)C(=O)CCSc1ccc(F)cc1	-1.6	4	-12	0	-3	i	4	-4	0
C=C(C)C(=O)N1CCN(C(=O)C(=C)C)c2ccccc21	-0.6	-6	-4	1	-1	i	-7	9	1
COc1ccc(C(=O)Sc2nncc3ccccc23)cc1	2.5	5	8	-1	-4	i	1	10	5
CC(=O)C[C@@H]1OC[C@H](C)N1S(=O)(=O)c1ccc(C)cc1	-1.2	.	4	.	.	i	.	4	6
CC1Cc2cc(S(=O)(=O)N3CCN(c4cccc(Cl)c4)CC3)ccc2N1C(=O)C1CC1 (configuration not stated)	0.0	39	-5	7	-7	i	3	16	4
CSc1nnc2c(n1)OC(C)=Nc1ccccc1-2	0.7	-1	12	-4	-2	i	8	-1	1
CCOC(=O)c1c(S(=O)(=O)NCCc2ccccc2)c(C)n(C)c1C	2.7	2	15	2	-2	i	-6	-2	-5
CC(C)(C)n1nnnc1CN(Cc1ccco1)Cc1cc2cc3c(cc2[nH]c1=O)OCO3	2.2	-8	-13	0	-12	.	6	-20	-3
CCCCCCCCOc1ccc(C2OC34CCCCC3C(C#N)(C#N)C2(C#N)C(=N)O4)cc1 (configuration not stated)	.	18	-7	-2	-5	.	27*	47*	-34
Nc1ccc2oc(-c3cccc(Br)c3)nc2c1	.	3	5	-2	-2	.	-1	-1	2
CCCCCn1c(N2CCN(c3cccc(Cl)c3)CC2)nc2c1c(=O)[nH]c(=O)n2C	1.2	29	28*	-1	3	i	0	-5	-2
CCS/C(N)=N/N=C/c1cc(C)ccc1O	3.5	-4	11	2	-2	i	7	-6	14
CCN(c1cccc(C)c1)S(=O)(=O)c1cccc(C(=O)O)c1	0.1	-6	-13	1	-4	i	-6	4	-1
CCCc1cc(=O)[nH]c(SCC(=O)c2c(N)n(C3CC3)c(=O)[nH]c2=O)n1	0.8	-4	-7	5	-5	i	1	-4	-8
CCOC(=O)C1=C(C)NC(=S)NC1c1ccco1 (configuration not stated)	0.7	-3	5	-2	-1	i	-2	22	1
CSc1cccc(CN2CCC(n3nccc3NC(=O)C3CC3)CC2)c1	-0.3	-4	-3	-1	-1	i	-7	2	-2
O=C(c1ccc2c(c1)C(=O)N(CCCO)C2=O)c1ccc2c(c1)C(=O)N(CCCO)C2=O	-0.7	-5	8	-1	-10	i	4	8	1
CCOC(=O)c1c(O)c2ccccc2n(-c2ccccc2)c1=O	-0.8	-2	4	-1	-1	i	13	12	1
Cn1c(SCC(=O)Nc2ccc(N3CCOCC3)c(Cl)c2)nnc1C(O)c1ccccc1 (configuration not stated)	0.4	-4	0	-2	-6	i	-3	1	2
CC(Oc1ccc(-c2nccc(-c3ccccn3)n2)cc1)C(=O)NN (configuration not stated)	1.0	-4	-1	2	-5	i	-4	10	4
O=C(CSc1nnc(CCCN2C(=O)c3cccc4cccc(c34)C2=O)n1-c1ccccc1)N1CCCCC1	0.4	-2	-8	-6	-4	i	-4	0	-1
COCc1cc(C)n(CC(=O)Nc2ccc(N3CCOCC3)cc2)c(=O)c1C#N	0.6	-5	4	1	-4	i	4	6	1
COc1ccccc1NC(=O)C1=C(C)Nc2nc(-c3cccs3)nn2C1c1cccc(O)c1 (configuration not stated)	0.1	3	-13	-1	-3	i	7	1	3
Cc1cc(NC(=O)COC(=O)c2ccc([N+](=O)[O-])cc2Cl)no1	1.0	3	2	0	-7	i	1	8	-4
SMILES	MsrA inh	FAS-TE inh	NRP1-CendR mod	Rin1 Abl inh	MsrA act	Neddyl block	eLon inh	SKN-1 block	MT1-MMP act inh
O=C(CSCc1ccccc1)Nc1ccc(S(=O)(=O)N2CCOCC2)cc1	0.4	3	27*	4	0	i	0	-4	0
Cc1cc(C)c(S(=O)(=O)N2CCN(S(=O)(=O)N3CCCCCC3)CC2)c(C)c1	-0.9	23	-15	3	-1	i	0	14	-4
N#CC(=C1CCCC1)c1nc(-c2ccccc2)cs1	0.2	19	-4	-2	-5	i	3	-5	-2
CCOc1ccc(CN(C)C(=O)c2ccc3ccccc3n2)cc1	-0.8	2	9	0	-2	i	2	12	-2
O=C1CC(=O)CC(c2ccccc2)C1	-1.0	-10	-13	-2	-2	i	-11	3	-2
Cc1cccn2c(=O)nc(SCC(=O)Nc3ccc4c(c3)OCO4)nc12	-1.7	0	4	0	-2	i	-3	1	2
CC(C)CCN1CCN(Cc2cccn2-c2ccccn2)CC1CCO (configuration not stated)	0.0	-8	0	-2	-4	i	-2	1	-2
CN1CCN(NC(=O)c2cc([N+](=O)[O-])cc([N+](=O)[O-])c2)CC1	1.1	-5	-8	-2	4	i	-5	4	3
O=C(NCc1ccccc1)c1cc(C2COCCN2C(=O)c2ccc3c(c2)CCO3)on1 (configuration not stated)	1.3	-6	-1	-1	-8	i	-10	-5	2
CC(=O)N1CCOc2cc(S(=O)(=O)NCc3ccc(F)cc3)c(C)cc21	-0.9	-4	14	0	-2	i	3	-6	1
CC(C)c1cc(CNC(=O)c2ccc(OC3CCN(Cc4ccccn4)CC3)cc2)on1	0.7	-6	3	-1	0	i	4	0	-2
COc1ccc(OC)c(Cc2nnc(CCC(=O)NCc3ccsc3)o2)c1	-0.3	-10	-22	3	-2	i	9	-3	1
C=CCN(c1ccccc1)S(=O)(=O)c1cc2c(cc1C)N(C)CCO2	0.6	12	-1	-1	-3	i	0	0	2
CCC(C(=O)Nc1ccc(C(=O)O)cc1NC(=O)C(CC)c1ccccc1)c1ccccc1 (configuration not stated)	0.8	0	10	-3	-3	i	-3	-15	-1
Cc1nc(/C=C/c2ccccc2)cc(/C=C/c2ccccc2)n1	0.1	23	-8	-3	-9	i	-6	1	-5
Cc1ccc(NC(=S)Nc2ccc3cn[nH]c3c2)cc1	0.8	-22	12	-7	0	i	-10	1	-2
CCOC(=O)c1oc2nc3c(cc2c1N)COC(C)(C)C3	3.5	-4	-10	-1	-3	.	5	19	0
Cc1c(NC(=S)NC(=O)Cc2ccccc2)cccc1C(=O)O	-0.6	-4	13	-1	0	i	-7	9	-5
CC(=O)Nc1c(F)c(F)c(F)c(F)c1F	-0.1	-8	-1	5	-1	i	-1	20	.
CS(=O)(=O)N1CCN(c2ccc([N+](=O)[O-])c(NCc3ccc(Cl)cc3)c2)CC1	-0.1	13	-29	-1	-4	i	-1	5	6
O=C(/C=N/O)Nc1cccnc1	0.6	-6	0	2	1	i	4	-8	2
COc1ccc(N2C(=O)CCC2(C#N)c2ccc(OC)cc2)cc1 (configuration not stated)	-0.4	-5	-12	2	1	i	7	-21	3
CCOC(=O)C(=Cc1ccc2c(c1)OCO2)c1ccccc1	2.4	19	19	3	-9	i	-2	-6	1
CN(C(=O)c1coc(=O)c2ccccc12)c1ccccc1Cl	-0.3	-10	-10	1	-3	i	1	14	2
Cc1ccc(C(C)NC(=O)/C(C#N)=C\c2c(C)[nH]c3ccccc23)cc1 (configuration not stated)	0.4	23	10	4	1	i	3	9	0

Exported with values under each structure: 6 of the compounds above.
Under each structure – MsrA inh	FAS-TE inh	NRP1-CendR mod	Rin1 Abl inh	MsrA act	Neddyl block	eLon inh	SKN-1 block	MT1-MMP act inh
- CCOC(=O)c1c(S(=O)(=O)NCCc2ccccc2)c(C)n(C)c1C
→ 2.7	2	15	2	-2	i	-6	-2	-5
- CC(C)(C)n1nnnc1CN(Cc1ccco1)Cc1cc2cc3c(cc2[nH]c1=O)OCO3
→ 2.2	-8	-13	0	-12	.	6	-20	-3
- CCCCCCCCOc1ccc(C2OC34CCCCC3C(C#N)(C#N)C2(C#N)C(=N)O4)cc1 (configuration not stated)
→ .	18	-7	-2	-5	.	27*	47*	-34
- Nc1ccc2oc(-c3cccc(Br)c3)nc2c1
→ .	3	5	-2	-2	.	-1	-1	2
- CCCCCn1c(N2CCN(c3cccc(Cl)c3)CC2)nc2c1c(=O)[nH]c(=O)n2C
→ 1.2	29	28*	-1	3	i	0	-5	-2
- CCS/C(N)=N/N=C/c1cc(C)ccc1O
→ 3.5	-4	11	2	-2	i	7	-6	14

The list goes on.
SMILES	MsrA inh	FAS-TE inh	NRP1-CendR mod	Rin1 Abl inh	MsrA act	Neddyl block	eLon inh	SKN-1 block	MT1-MMP act inh
CCOC(=O)Nc1ccc2c(c1)N(C(=O)CCN(C)C)c1ccccc1S2	-1.2	-3	-4	0	-1	i	-3	-1	-3
Cc1sc2nc(SCc3nnc(-c4cccs4)o3)n(C3CCCC3)c(=O)c2c1C	-1.2	19	-8	5	-6	i	-7	-6	-4
NC(=O)c1cc(S(=O)(=O)NCc2ccccc2)cs1	-0.4	-7	0	-3	-2	i	-16	0	-5
Cc1nn(C(C)CC(=O)O)c(C)c1C (configuration not stated)	-0.7	-12	2	2	-2	i	-6	5	1
NS(=O)(=O)c1ccc(CNC(=O)c2cc(=O)[nH]c3ccccc23)cc1	1.2	-5	-9	2	-1	i	11	-8	-2
COc1cc2c(cc1OC)-c1cc(NCc3ccccn3)nc(=O)n1CC2	2.7	-4	-3	5	-4	+	-14	15	20
COCCOC(=O)C1=C(C)NC(=O)NC1C1CC=CCC1 (configuration not stated)	-0.3	-7	4	0	2	i	-3	-5	-6
CCc1ccc(CNC(=O)c2cc3c(C)nc4ccccc4c3o2)cc1	0.3	23	-7	0	-1	i	-9	-1	5
COc1cc(O)oc1C=Nc1ccc(Cl)cc1Cl	0.5	-3	2	5	-4	i	-5	-8	6
Cc1ccc(CNC(=S)NC2CCCCC2)cc1	-0.2	6	9	-5	1	i	9	10	4
COc1ccc(CCCc2nnc(SCC(=O)Nc3nccs3)n2C)cc1C	-1.1	-8	7	8.4*	-10	i	-4	-35	5
CC(=O)O[C@H]1C(=O)[C@]2(C)[C@H]([C@H](OC(=O)c3ccccc3)[C@]3(O)C[C@H](OC(=O)[C@H](O)[C@@H](NC(=O)c4ccccc4)c4ccccc4)C(C)=C1C3(C)C)[C@]1(OC(C)=O)CO[C@@H]1C[C@@H]2O	-1.1	1	-3	-2	-6	i	-6	-13	-9
O=C(OCc1cc(=O)n2ccsc2n1)c1ccc(OC(F)F)cc1	-0.8	8	-3	4	-1	i	-5	-8	1
COc1cc(-c2nnc(SCc3cc(=O)oc4cc(O)c(O)cc34)o2)cc(OC)c1OC	0.6	-3	-68	3	-1	i	3	7	12
COc1ccc(C)cc1NC(=O)c1cc2c(=O)n3ccccc3nc2n1C	0.8	-2	-22	2	-4	i	-2	7	3
CC(=O)NC(C)C(c1cccs1)N1CCN(c2ccccc2)CC1 (configuration not stated)	-1.2	-7	10	5	-6	i	6	-14	4
O=C(CNC(=O)c1ccccc1)c1ccccc1	-0.5	-10	1	1	-1	i	-5	0	4
Cc1ccc(S(=O)(=O)N2CCCCC2)cc1NS(=O)(=O)c1ccc(Cl)c(C(=O)O)c1	-0.3	-7	10	1	-2	i	-6	10	1
c1ccc2c(c1)oc1c(N3CCN(Cc4ccc5c(c4)OCO5)CC3)ncnc12	0.0	10	6	1	1	i	0	12	3
Cc1sc2ncnc(N3CCC(C(=O)Nc4ccc(C#N)cc4)CC3)c2c1C	-1.2	3	2	-4	-4	i	-10	3	-3
COc1ccc(CNC(=O)C(C)n2nc(C)c3c(C)n(-c4ccc(C)cc4)nc3c2=O)cc1 (configuration not stated)	-0.3	1	7	2	-1	i	5	16	-1
CCCCn1c(N)c(N(CCOC)C(=O)c2cc(=O)[nH]c3ccccc23)c(=O)[nH]c1=O	0.6	-9	9	3	-2	i	-5	12	-2
CC(C)(C)C(=O)Nc1ccc(S(=O)(=O)c2ccc(NC(=O)C(C)(C)C)cc2)cc1	0.6	5	1	6	-6	i	-9	13	1
COc1ccc(N2CCN(S(=O)(=O)c3c[nH]c(=O)[nH]c3=O)CC2)cc1	-1.0	-3	0	-3	-4	i	-5	5	5
